Source: PubChem
HP1b chromo inh: HP1-beta chromodomain-methylated histone interaction inhibition; P83916; AlphaScreen HP1-beta / biotin-H3K9me3 peptide binding; Potency, µM (titrated, usually from 114 µM), without a hit: top-dose activity change, negative = inhibition, hits mostly inhibitors; 0.56% of 390,000 active; note: potency is the fitted concentration of half-maximal effect; nearly all actives have a fitted effect of over 70% in size; inactives centre near 23
Target sequence (P83916 whole entry, looked up): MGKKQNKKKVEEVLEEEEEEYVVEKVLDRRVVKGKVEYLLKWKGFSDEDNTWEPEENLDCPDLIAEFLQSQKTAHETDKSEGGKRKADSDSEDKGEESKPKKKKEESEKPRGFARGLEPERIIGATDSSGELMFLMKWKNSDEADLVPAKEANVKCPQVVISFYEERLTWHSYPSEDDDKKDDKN
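Compound inhibition of the preformed complex between 50 nM HP1-beta and 50 nM biotinylated H3K9me3 peptide was read by AlphaScreen. Buffer was PBS pH 7.4 with 0.01% Tween-20. Incubations ran 30 min at room temperature, with 10 ug/mL donor/acceptor beads.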
ERG-DNA inh: ERG Ets/DNA interaction inhibition. AID 624246. P11308. Potency, µM (highest dose often 76.9 µM), for the others: top-dose FP activity, negative = inhibition, actives largely listed as inhibitors. fluorescence polarization, His-ERG Ets domain / labelled DNA. 0.028% of 370,000 active; active = well fitted inhibition curve with a large enough effect in the polarisation, with a control signal flat; inconclusive = small, poorly fitted or top-dose-only effect, or effect the other way, or a change in a side signal; inactive = no such curve, though single readings can be large or run the other way; the % refers to the polarisation;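 note: polarization taken with two DNA probes labelled with fluorescein and Texas red; potency is the fitted concentration of half-maximal effect; % of control where 0% means no effect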
Target sequence (P11308 whole entry, looked up, the tested form may be a part): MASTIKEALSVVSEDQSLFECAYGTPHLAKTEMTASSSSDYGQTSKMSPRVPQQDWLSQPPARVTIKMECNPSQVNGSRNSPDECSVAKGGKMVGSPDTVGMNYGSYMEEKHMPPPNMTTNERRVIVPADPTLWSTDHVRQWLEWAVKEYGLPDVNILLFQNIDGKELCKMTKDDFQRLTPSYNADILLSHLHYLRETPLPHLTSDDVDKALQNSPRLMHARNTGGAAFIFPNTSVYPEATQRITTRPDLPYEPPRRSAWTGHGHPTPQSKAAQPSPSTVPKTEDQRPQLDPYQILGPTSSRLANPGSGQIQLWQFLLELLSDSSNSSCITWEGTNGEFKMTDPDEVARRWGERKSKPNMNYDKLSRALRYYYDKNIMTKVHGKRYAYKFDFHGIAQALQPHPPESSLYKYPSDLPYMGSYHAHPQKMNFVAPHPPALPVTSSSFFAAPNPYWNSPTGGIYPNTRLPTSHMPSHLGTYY
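His-tagged ERG Ets domain (1 uM in the protein solution; 300mM KCl, 50mM Tris-HCl, 1mM EDTA, 1mM DTT, pH 7.5) received compound, then a probe mix of 5 nM fluorescein-DNA and 100nM Texas-615-DNA. Fluorescence polarization was read for both dyes.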
Pin1 inhibitor: inhibitors of human Pin1; 0.009% of 390,000 active; AID 504891; Q13526; Potency, µM (top dose mostly 115 µM), inactives show top-dose activity, negative = inhibition, hits mostly inhibitors; Pin1 FP peptide displacement, HiFluor488, 10 min; active = well fitted inhibition curve with a large enough effect in the polarisation, with a control signal flat, not every such curve was filed as active; inconclusive = small, poorly fitted or top-dose-only effect, or effect the other way, or a change in a side signal; inactive = no such curve, though single readings can be large or run the other way; the % refers to the polarisation; note: potency is the fitted concentration of half-maximal effect; % is set by controls: 0 for no effect and ±100 for the full control effect
Target sequence (Q13526 whole entry, looked up): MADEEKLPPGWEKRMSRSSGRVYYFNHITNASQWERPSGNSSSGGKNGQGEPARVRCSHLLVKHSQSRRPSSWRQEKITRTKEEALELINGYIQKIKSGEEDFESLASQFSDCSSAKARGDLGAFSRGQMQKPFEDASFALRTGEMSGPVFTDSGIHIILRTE
GLS inhibitor: blocks human kidney-isoform glutaminase activity. Potency, µM (series often up to 45.5 µM), without a hit: at the top dose activity change, negative = inhibition, hits mostly inhibitors. GLS enzymatic activity, qHTS titration. O94925. AID 624170. 0.21% of 410,000 active; note: potency is the fitted concentration of half-maximal effect; % is set by controls: 0 for no effect and ±100 for the full control effect
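Compounds were pin-transferred onto hKGA, after which L-glutamine (1 mM solution) and a detection mix of glutamate oxidase, HRP and Amplex Red were added. Initial and 30 min RT fluorescence reads were collected.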
BAZ2B inh: blocks human BAZ2B. Q9UIF8. AlphaScreen BAZ2B-H3K14Ac peptide displacement. Potency, µM (highest dose often 114 µM), inactives show at the highest dose activity change, negative = inhibition, most hits filed as inhibitors. 4.4% of 360,000 active; note: potency is the fitted concentration of half-maximal effect; % is set by controls: 0 for no effect and ±100 for the full control effect; nearly all actives have a fitted effect of over 60% in size
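Multi-concentration screen (max 110 uM) measuring displacement of acetylated histone H3 peptide from BAZ2B by AlphaScreen, using 50 nM protein, 50 nM peptide and 10 ug/mL streptavidin donor plus Ni-chelate acceptor beads.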
PI4K2A block: blocks human PI4K2A kinase activity. Q9BTU6. 0.13% of 420,000 active. purified PI4K2A, ADP-Glo luminescence, 1 h; active compounds read low. activity change, negative = inhibition, % at 76.9 µM; in the data active = activity change below about -50%; inconclusive = mostly about -30% to -49%;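 note: -100% = wells without enzyme as full effect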
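In this quantitative HTS, ADP production by PI4K2A was quantified luminescently after 1 h at ambient temperature; 100 microM adenosine served as plate-quality control.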
JMJD2A Tudor: blocks the human JMJD2A Tudor domain. AlphaScreen JMJD2A-Tudor / H3K4me3 peptide binding. Potency, µM (top dose mostly 114 µM), inactives show at the top dose activity change, negative = inhibition, most hits filed as inhibitors. 4.4% of 390,000 active; note: potency is the fitted concentration of half-maximal effect; % is set by controls: 0 for no effect and ±100 for the full control effect; nearly all actives have a fitted effect of over 50% in size
G9a inh: blocks human histone lysine methyltransferase G9a | G9a H3K9 monomethylation, AlphaScreen, 2 h | 8.8% of 350,000 active | AID 504332 | Potency, µM (top dose mostly 102 µM), for the others: at the top dose activity, negative = inhibition, hits mostly inhibitors; note: potency is the fitted concentration of half-maximal effect; % is set by controls: 0 for no effect and ±100 for the full control effect; nearly all actives have a fitted effect of over 75% in size
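Quantitative HTS format: methyltransferase activity on a biotin-tagged H3K9 peptide is measured by AlphaScreen, using a rabbit anti-monomethyl-H3K9 antibody with streptavidin donor and anti-IgG acceptor beads. Final levels are 20 nM enzyme, 500 nM peptide, 20 uM SAM; 2 h RT.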
PGK inhibitor: inhibitors of T. brucei phosphoglycerate kinase | PGK/GAPDH coupled, Kinase-Glo luminescence, 60 min | Potency, µM (titrated, usually from 57.5 µM), for inactives: at the top dose activity change, negative = inhibition, usual class: inhibitors | 0.043% of 380,000 active | AID 602233; note: potency is the fitted concentration of half-maximal effect; % is set by controls: 0 for no effect and ±100 for the full control effect; nearly all actives have a fitted effect of over 60% in size
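Luminescent ATP detection (Kinase-Glo Plus) follows a 60-minute room-temperature incubation, with wells lacking PGK as controls. Buffer: 100 mM TEA (pH 7.6), 5 mM MgCl2, 0.01% Tween-20. Coupling enzyme GAPDH (100 nM final) supplies unstable 1,3-BPG in-well.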
An asterisk follows results filed as active; i = inactive; ? = inconclusive; nt = not tested or not shown; & = joins results of further samples; [ ] = another dose, or the depositor's remark. Unless noted, calls come from the whole dose curve; as a rule, active = well fitted curve in the direction sought with a large enough effect; inconclusive = small, poorly fitted or top-dose-only effect, or another doubt; inactive = no such curve, though single readings can be large; an effect the other way counts as inactive or inconclusive.

#	HP1b chromo inh	ERG-DNA inh	Pin1 inhibitor	GLS inhibitor	BAZ2B inh	PI4K2A block	JMJD2A Tudor	G9a inh	PGK inhibitor	molecule
1	14%	-5%	-1%	-5%	5%	-3	-21%	22%[0.0925 µM]	-9%	O=C1CC(N2CCN(c3cccc(C(F)(F)F)c3)CC2)C(=O)N1c1ccc(F)cc1 (stereo unspecified)
2	1%&28%	-1%&-3%	-8%&2%	-6%&-1%	-12%[57.1 µM]	2&-1	?	-5%	i	COc1ccc(C(CNC(=O)c2oc3cc(C)c(C)cc3c2C)N2CCCCC2)cc1 (stereo unspecified)
3	59%[activator]	-14%	17%	-13%	-22%	-8	-10%	-4%	-7%	CCc1nnc(NC(=O)c2ccc(S(=O)(=O)N3CCCC(C)C3)cc2)s1 (stereo unspecified)
4	30%	12%	0%	0%	6%	-2	9%	9%[12.7 µM]	i	COc1cccc(OC)c1C(=O)Nc1ccc(CN2CCOCC2)cc1
5	10%	-3%	-2%	21%	-13%	-3	-31%	15%	-4%	CC(C)(C)c1ccc(CS(=O)(=O)CC(O)CN2CCCC2=O)cc1 (stereo unspecified)
6	-13%	5%	1%	18%	?	4	?	?	-2%	Cc1ccc(N(Cc2cc3cccc(C)c3[nH]c2=O)S(=O)(=O)c2ccccc2)c(C)c1
7	22%	-9%	-2%	3%	-12%	1	-28%	3.5µM*	-3%	Nn1c(-c2ccccc2Cl)nnc1-c1ccccc1Cl
8	48%[activator]	-5%	3%	10%	14%	-3	-9%	1%[59 µM]	5%	CC1CCCC(C)N1C(=O)CSc1nnc(-c2ccco2)n1C (stereo unspecified)
9	43%[activator]	-21%	2%	-4%	10%	0	-3%	?	-10%	COc1ccc(S(=O)(=O)N2CCCC2)cc1C(=O)N1CCOCC1
10	28%	-3%	1%	-10%	-17%	-6	0%	-23%[59 µM]	3%	O=C(CSc1nnc(-c2ccccc2)o1)c1cccc([N+](=O)[O-])c1
11	14%	nt	1%	22%	3%	-2	-18%	0%[59 µM]	i	COc1cc(/C=C/C(=O)O)cc(S(=O)(=O)Nc2ccccc2SC)c1OC
12	37%	3%	nt	11%	-10%	-9	-15%	-6%	-11%	Cc1c(Cl)cccc1NC(=S)N(CCCN1CCOCC1)Cc1ccco1
13	78%[activator]	-5%	2%	12%	40%[activator]	2	15%	4%	-3%	COc1ccc(S(=O)(=O)Nc2ccccc2SC)cc1C
14	14%	4%	2%	6%	nt	0	-30%	-17%	-3%	CCSC1=NN2CCS(=O)(=O)N=C2S1
15	31%	3%	0%	0%	-24%	-4	-15%	-5%	-8%	Cc1ccsc1C1CC(=O)Nc2ccccc2S1 (stereo unspecified)
16	26%	-5%	0%	2%	-11%	0	-3%	37%	2%	O=C(CN(C(=O)Cn1nnc(-c2ccc(F)cc2)n1)c1ccc(F)c(Cl)c1)NCC1CCCO1 (stereo unspecified)
17	-21%	12%	?	1%	?	-13	?	-2%[2.33 µM]	-2%	O=C(c1ccco1)[C@@H]1[C@@H]2C(=O)N(c3ccc(Br)cc3)C(=O)[C@@H]2C2c3ccccc3C=CN21 (stereo partly specified)
18	45%[activator]	0%	-6%	25%	1%	2	-4%	nt	-3%	COc1cccc(C2(O)CC(C(F)(F)F)=NN2C(=O)c2ccccn2)c1 (stereo unspecified)
19	17%	-7%	4%	-2%	-3%	-4	-21%	16%	-7%	Cc1c(S(=O)(=O)Nc2ccc(Br)cc2)c(=O)n(C)c(=O)n1C
20	?	-1%	2%	7%	6%	0	79µM*	19%[59 µM]	5%	O=C(COc1ccc(Cl)cc1)NCc1nnc(SCC(=O)Nc2ccc3c(c2)OCCO3)o1
21	7%	-15%	-3%	-3%	2%	-2	-8%	-5%	-9%	Cc1ccc(NC(=O)N2CCCN(C(=O)OC(C)(C)C)CC2)cc1Cl
22	28%	-7%	13%	-28%	-4%	27	-7%	7%[59 µM]	-8%	N#C/C(=C\c1ccccc1)C(=O)N(c1ccccn1)C1CCCCC1
23	18%	-6%	0%	11%	-18%	-7	-27%	-12%	-2%	O=c1c2c(nc3cc(-c4ccc(F)cc4)[nH]n13)CCCC2
24	30%	6%	5%	-2%	?	-18	10%	14%[59 µM]	-13%	CCOC(=O)C1CCN(C(=O)c2ccc(Oc3cc(Cl)cc(Cl)c3)o2)CC1
25	-1%	2%	0%	0%	10%	5	-5%	-2%	-3%	CN1CCN(C(=O)CCNC(=O)Cn2ccc3ccccc3c2=O)CC1
26	26%	-1%	-2%	16%	-3%	-1	-7%	-2%	1%	O=C(CNC(=O)c1cc(=O)[nH]c2ccccc12)Nc1ccc(F)c(F)c1
27	29%	3%	-2%	8%	-1%	-4	-12%	?	-9%	COc1ccc(Br)cc1S(=O)(=O)n1c([N+](=O)[O-])cnc1C
28	61%[activator]	0%	-7%	-8%	11%	2	-1%	?	-10%	COc1ccccc1Cn1c(=O)[nH]c2cccnc21
29	16%	9%	-1%	-9%	9%	5	-14%	-5%	-11%	O=C(CN1CCN(CC(=O)Nc2ccccc2Cc2ccccc2)CC1)Nc1ccccc1Cl
30	24%	7%	-10%	-1%	?	9	4%	nt	-8%	CNC(=O)Cc1csc2ccc(Cl)cc12
31	64%[activator]	4%	0%	-14%	?	-19	11%[57.1 µM]	?	-6%	CC1(C)CC(=O)C=C(Nc2ccccc2N)C1
32	18%	2%	0%	5%	nt	1	?	nt	-9%	CCOc1ccc(CCN2C(=S)N([C@@H](Cc3ccc(O)cc3)CN3CCCC3CN3C(=S)NC[C@@H]3Cc3ccc(O)cc3)C[C@@H]2CC(C)C)cc1 (stereo partly specified)

Random excerpt: seven records from the list, in no set order.
#	HP1b chromo inh	ERG-DNA inh	Pin1 inhibitor	GLS inhibitor	BAZ2B inh	PI4K2A block	JMJD2A Tudor	G9a inh	PGK inhibitor	molecule
31	64%[activator]	4%	0%	-14%	?	-19	11%[57.1 µM]	?	-6%	CC1(C)CC(=O)C=C(Nc2ccccc2N)C1
25	-1%	2%	0%	0%	10%	5	-5%	-2%	-3%	CN1CCN(C(=O)CCNC(=O)Cn2ccc3ccccc3c2=O)CC1
29	16%	9%	-1%	-9%	9%	5	-14%	-5%	-11%	O=C(CN1CCN(CC(=O)Nc2ccccc2Cc2ccccc2)CC1)Nc1ccccc1Cl
27	29%	3%	-2%	8%	-1%	-4	-12%	?	-9%	COc1ccc(Br)cc1S(=O)(=O)n1c([N+](=O)[O-])cnc1C
32	18%	2%	0%	5%	nt	1	?	nt	-9%	CCOc1ccc(CCN2C(=S)N([C@@H](Cc3ccc(O)cc3)CN3CCCC3CN3C(=S)NC[C@@H]3Cc3ccc(O)cc3)C[C@@H]2CC(C)C)cc1 (stereo partly specified)
30	24%	7%	-10%	-1%	?	9	4%	nt	-8%	CNC(=O)Cc1csc2ccc(Cl)cc12
28	61%[activator]	0%	-7%	-8%	11%	2	-1%	?	-10%	COc1ccccc1Cn1c(=O)[nH]c2cccnc21

The list goes on.
#	HP1b chromo inh	ERG-DNA inh	Pin1 inhibitor	GLS inhibitor	BAZ2B inh	PI4K2A block	JMJD2A Tudor	G9a inh	PGK inhibitor	molecule
33	63%[activator]	10%	0%	1%	-6%	1	2%	-2%	nt	O=C(O)c1cccnc1SCc1ccc([N+](=O)[O-])cc1
34	38%[activator]	-1%	0%	0%	-3%	3	-3%	-13%[59 µM]	-1%	Cn1c(CCNC(=O)c2ccco2)nc2cc(NC(=O)C3CCCCC3)ccc21
35	17%	0%	-4%	-1%	-4%	2	?	50%[59 µM]	i	C/C(=N\NC(=O)c1cccc(S(=O)(=O)N2CCOCC2)c1)c1ccco1
36	12%	2%	4%	67%[activator]	-4%[57.1 µM]	2	0%[57.1 µM]	32µM*	-4%	CCN(CC)c1ccc(NC(=O)c2cccnc2)c(C)c1
37	10%	0%	0%	-7%	-1%	2	-5%	nt	-5%	CC(C)(C)c1ccc(C(=O)Oc2ccccc2CCC(=O)O)cc1
38	52%[activator]	-4%	0%	20%	4%	-1	-8%[57.1 µM]	-9%	5%	CCOC(=O)c1c(C)[nH]c(C(=O)N/N=C/c2cccc(OC)c2)c1C
39	12%	0%	-3%	-5%	5%	-2	-3%	14%	4%	O=C(NC1CCCCC1)c1cc(-c2cccc(Cl)c2)on1

No enrichment for hits; overall some 11% were active at least once.
